Assay outcomes as filed in PubChem BioAssay.
Ins promoter up: MIN6 insulin promoter up-regulation; MIN6 insulin promoter-GFP reporter, high-content imaging; active compounds read high; z-score at 5 µM; actives 0.3% (n = 190,000);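 active = z-score above 3 at 5 µM with at least 500 cells counted in the well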
b-catenin transl: alters nuclear translocation of beta-catenin in HeLa cells | immunofluorescence imaging | nuclear translocation activity, % at 5 µM | actives 0.3% (n = 190,000) | AID 1665;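 active = nuclear translocation activity above 50% at 5 µM, with a well cell count of 50 or more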;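 also: per-cell ratio of nuclear to cytoplasmic median beta-catenin stain intensity; plate controls were DMSO negative control for no effect and GSK-3 inhibitor IX positive control for full effect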
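test system = HeLa cells, endogenous beta-catenin | dosing = single 5 µM dose plus 0.02–20 µM confirmation series | times = compound treatment 24 h, 37°C, 5% CO2 | technique = beta-catenin immunofluorescence imaging with DAPI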
Autophagy mod: modulators of autophagy; MEF GFP-LC3 puncta imaging; test concentration mostly 10 µM; calls only at 10 µM (by protocol); actives 0.98% (n = 190,000);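 active = percentage of spot-positive cells more than 3 SD above its plate mean, without a fluorescence outlier flag or 80% toxicity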;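 also: spot-positive cell cutoff set from DMSO-treated cells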
MT stabilize HCS: microtubule stabilization, imaging screen; HeLa tubulin immunostaining HCS, 24 h; share of cells brighter than vehicle mean+2SD; actives 0.83% (n = 200,000); % tubulin-high responders, % at 10 µM; AID 2205;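 active = plate Z-score above 3 for both tubulin-high and condensed-nucleus cell shares, with cell loss under 80%, at 10 µM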;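 also: anti alpha tubulin signal scored within the nucleus-defined area of each cell; some results filed as inactive read as strong as hits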
WT yeast gro inh: growth inhibition of WT yeast, mitochondrial fusion screen. inhibition, % at 10 µM. mitochondrial fusion phenotypic screen, WT strain. AID 1362. actives 2.1% (n = 190,000); in the data active = inhibition above about 58%; tested in S. cerevisiae
Lipid droplet: hepatic lipid droplet formation modulation. AML12 mouse hepatocytes, oleate lipid droplets, BODIPY imaging. inhibition, % at 6.5 µM. actives 0.4% (n = 240,000). AID 1656;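 active = lipid droplet intensity inhibited by at least 50%, with more than 500 cells counted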
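Material – AML12 mouse liver cells · Also added – oleate loading, 100 µM · Compound dosing – 6.5 µM single-point dosing · Times – overnight treatment with compound plus oleate · Measured by – fluorescence imaging, 20x objective, two fields per well · Read-out – percent inhibition of filter-corrected integrated lipid droplet intensity per well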
Myeloid diff MLP: myeloid differentiation induction. ER-HoxA9 myeloid progenitors, lysozyme-GFP differentiation, flow cytometry. calls only at 10 µM. actives 1% (n = 360,000). AID 624256;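 active = normalized GFP-positive differentiation at or above the plate's own cutoff, the solvent-only control mean plus 3 SD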;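 also: cells exposed to compound for four days before flow analysis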
T cell modulator: modulates CD8 T cell binding to vesicles; calls only at 7 µM; actives 0.068% (n = 330,000); 2C CD8+ T cell-vesicle binding, flow cytometry; active compounds read low;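 active = response, share of CD8 T cells binding vesicles, and their 90th percentile fluorescence all below set limits, cut at about 80% in these data, passing the limit was not always enough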
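Test system: purified 2C TCR transgenic mouse naive CD8+ T cells. Probe or stimulus: QL9-peptide-loaded Drosophila micro-vesicles bearing Ld, ICAM-1 and B7-1. Incubation: binding step 1.5 h, 37 °C, antibody labelling 20 min, ice. Measured by: flow cytometry of vesicle-bound cells.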
West Nile antiviral: inhibition of WNV-induced cytopathic effect – cell-based, CPE readout (AID 1621); CPE inhibition, % at 10 µM, or IC50 in µM where a hit was titrated; actives 0.02% (n = 290,000); West Nile virus-infected cells, CPE inhibition; higher % means a stronger effect; in the data active = a potency from the dose series; also: strong numbers were not always called active
WT yeast gro inh mutant strain: further read-out of WT yeast gro inh, marked with its call; inhibition, %; mitochondrial fusion phenotypic screen, mutant strain inhibition
Ins promoter up cell count: second read-out of Ins promoter up, no call of its own (marks repeat the call); cell count; measured here: cytotoxicity, nuclei count;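 total cells summed across four imaged fields per well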
Lipid droplet cells 6.5 µM: recorded beside Lipid droplet, whose call it bears; cell count; measured here: cell count, cytotoxicity flag;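 cells counted across two imaged fields per well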
b-catenin transl cell count 5 µM: second read-out of b-catenin transl, no call of its own (marks repeat the call); cell count; measured here: cell count, cytotoxicity flag
T cell modulator vesicle-bound %: further read-out of T cell modulator, marked with its call; double positive events, %; measured here: CD8+ vesicle-bound cell fraction;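 binding gate set so that unloaded-vesicle control wells show 10% double positive cells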
MT stabilize HCS Hoechst-high %: further read-out of MT stabilize HCS, marked with its call; % Hoechst-high responders; measured here: nuclear condensation Hoechst responders;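 share of cells brighter than vehicle mean plus two SD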
MT stabilize HCS cytotoxicity %: second read-out of MT stabilize HCS, no call of its own (marks repeat the call); toxicity, %; measured here: cytotoxicity by cell density;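 0% = mean cell density of plate MIN control wells and 100% = no cells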
Autophagy mod cell loss 18 h: also measured in Autophagy mod; calls as there; toxicity, %; measured here: cell loss, nuclei count;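 cell loss after 18 h compound exposure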
Myeloid diff MLP GFP+ MAC1+ %: recorded beside Myeloid diff MLP, whose call it bears; GFP+ MAC1+ double positive, %; measured here: differentiation confirmed by MAC1 staining
An asterisk follows results filed as active; i = inactive; . = not tested or not shown.

SMILES	Ins promoter up	Ins promoter up cell count	b-catenin transl	b-catenin transl cell count 5 µM	Autophagy mod	Autophagy mod cell loss 18 h	MT stabilize HCS	MT stabilize HCS Hoechst-high %	MT stabilize HCS cytotoxicity %	WT yeast gro inh	WT yeast gro inh mutant strain	Lipid droplet	Lipid droplet cells 6.5 µM	Myeloid diff MLP	Myeloid diff MLP GFP+ MAC1+ %	T cell modulator	T cell modulator vesicle-bound %	West Nile antiviral
CCCCNC(=S)N1CCn2cccc2C1c1ccc(F)cc1 (stereo not drawn)	-0.01	1244	-1.8	1117	i	8.5	2.5	1.5	3.6	61.5*	27.9*	-19.7	682	.	.	i	21.6	-1.3%
Cc1ccccc1-n1c(O)c(C=NC2CCS(=O)(=O)C2)c2ccccc2c1=O (stereo not drawn)	-0.26	1125	0.2	1397	.	.	.	.	.	.	.	3.3	720	i	0.2	i	54.3	1.0%
Cc1cc(C)cc(NC(=O)c2ccc3c(c2)CCN3S(C)(=O)=O)c1	.	.	.	.	.	.	.	.	.	.	.	-4.7	794	i	0.9	i	44.3	-0.7%
O=C(NCc1ccccc1)C1CCC(CNc2c(N3CCCCC3)c(=O)c2=O)CC1 (stereo not drawn)	0.11	1370	2.1	538	i	5.3	3.8	3.4	0.0	-1.7	-14.1	14.1	782	i	3.3	i	41.7	.
CCOC(=O)c1ccc(NC(=O)c2ccccc2N(C)S(=O)(=O)c2ccccc2)cc1	-0.51	1465	-0.4	1125	i	6.4	4.3	2.8	6.8	12.6	-9.6	6.7	526	i	1.4	i	4.2	-1.2%
O=C(CN1CCC(Cc2ccccc2)CC1)Nc1ccc2c(c1)OCCO2	-1.25	1000	-2.4	1198	i	27.2	1.9	1.0	4.1	18.5	-8.3	7.7	712	.	.	i	32.8	-0.5%
O=c1[nH]c(N/N=C/c2cc3c(cc2[N+](=O)[O-])OCO3)nc2ccccc12	-0.16	1301	7.9	1062	.	.	.	.	.	.	.	16.4	779	i	1.0	i	34.8	0.6%
Nn1cnnc1N/N=C/c1ccc(Cl)c([N+](=O)[O-])c1	-1.54	1642	-2.6	1031	i	-8.7	2.6	2.7	3.6	-3.1	-6.6	-19.1	646	i	0.2	i	43.7	-0.2%
Cc1ccc(C(=O)OCC(=O)Nc2ncc(Cl)cc2Cl)cc1NC(=O)c1ccco1	-0.83	1017	.	.	i	-4.3	1.0	0.9	9.4	-1.8	-63.0	10.7	799	i	5.7	i	55.7	-0.3%
COc1cccc(CN2CCNC(=O)C2CC(=O)N(C)C2CCOCC2)c1OC (stereo not drawn)	.	.	.	.	.	.	.	.	.	.	.	-2.0	675	i	0.8	i	33.3	-0.4%
CCOc1ccccc1C(=O)n1nc(C)cc1C	0.83	1486	-2.4	1267	i	5.5	1.9	2.9	6.9	-7.4	-7.1	.	.	i	3.8	i	33.2	0.3%
CCCCC(=O)Nc1cccc(C(=O)N/N=C/c2ccc(OC)cc2OC)c1	-0.11	1234	1.5	545	i	-18.9	5.7	2.5	0.5	10.4	5.3	10.2	650	i	0.5	i	37.5	-0.9%
Cc1cc(C)n(CC(O)CN(c2ccccc2)S(=O)(=O)c2ccc3ccccc3c2)n1 (stereo not drawn)	-0.24	1301	-0.9	901	i	-9.0	0.9	4.3	7.2	16.7	10.5	-17.1	615	i	0.2	i	28.9	-1.2%
Cc1ccc(Nc2ncnc(N)n2)cc1C	-0.07	1637	-0.8	967	i	11.0	1.8	0.9	7.7	-14.9	-16.3	-0.1	740	i	0.7	i	61.3	0.1%
CCOC(=O)C1CCN(S(=O)(=O)c2cccc(-c3cn4ccccc4n3)c2)CC1	-1.09	1147	-2.5	925	i	-6.7	5.8	2.1	1.9	-1.6	11.1	.	.	i	1.2	i	59.6	0.5%
O=C(CSc1nnc(-c2ccccc2O)n1-c1ccccc1)Nc1cccc(C(=O)O)c1	-0.45	1298	0.3	1076	i	-9.5	5.5	1.7	2.4	-1.3	4.2	-18.0	670	i	1.1	i	43.0	0.5%
N/C(=N\O)c1ccccc1N1CCCCC1	-0.44	1482	-1.6	965	i	43.4	1.4	1.3	6.0	-4.6	1.5	-0.7	700	i	0.3	i	23.8	-0.4%
CCC(=O)N1CCc2cc(S(=O)(=O)NCCC(=O)Nc3cc(C)cc(C)c3)ccc21	-0.92	1254	-2.6	881	i	4.0	3.5	2.6	12.3	-19.7	-0.5	.	.	i	1.4	i	17.2	-1.1%
CCCCN(CC)Cc1ccc(CNC(=S)Nc2cccc(F)c2)o1	0.86	1185	-0.7	1062	i	14.5	0.9	1.5	3.2	11.1	13.3	-18.8	702	i	0.2	i	42.9	-0.1%
Cc1ccc(F)cc1NC(=O)CCc1c(C)[nH]c(=O)c(C#N)c1C	.	.	.	.	.	.	.	.	.	.	.	7.3	827	i	0.2	i	18.6	-0.1%
C=CCN1C2=NCCCN2c2ccccc21	0.29	1218	-0.1	1338	.	.	.	.	.	.	.	-3.2	766	i	0.8	i	48.1	0.2%
CC(C)CNC(=O)NC(=O)COC(=O)COc1ccc(Cl)cc1Cl	-0.6	1399	-0.9	1098	.	.	.	.	.	.	.	-13.7	694	i	0.2	i	5.3	0.0%
Cc1cc(NC(=O)CSc2nnc(-c3ccco3)o2)no1	0.95	1841	-0.5	1024	i	-4.1	2.2	1.4	5.3	4.3	10.8	-11.3	634	i	0.6	i	23.9	0.1%
O=S(=O)(c1cccc(-c2nnc(-c3cccnc3)o2)c1)N1CCCCC1	.	.	-2.0	1181	i	-1.1	2.8	1.7	6.9	-2.0	-7.8	22.4	813	i	0.2	i	50.1	0.1%
CCCNc1c(N)c(=O)c1=O	0.81	969	-0.4	1382	.	.	.	.	.	.	.	-8.7	694	i	0.7	i	32.7	1.0%
CCCCn1nc(NC(=O)CC(C)C)c2cc3cc(OC)ccc3nc21	.	.	.	.	.	.	.	.	.	.	.	-2.1	870	i	0.8	i	8.7	0.1%
COc1ccc(C(=O)Nc2c(-c3cccs3)c(=O)c3ccccc3n2C)cc1	-1.61	1375	1.0	1257	.	.	.	.	.	.	.	.	.	i	0.4	i	5.8	0.0%
COc1ccccc1NC(=O)C(NC(=O)OC(C)(C)C)C(C)OCc1ccccc1 (stereo not drawn)	-0.49	1703	-0.3	1352	i	1.1	1.7	0.8	8.5	10.7	11.2	.	.	i	7.0	i	21.0	0.7%
Cc1cc(SCc2cccc([N+](=O)[O-])c2)nc(=O)[nH]1	.	.	.	.	.	.	.	.	.	.	.	10.5	648	i	0.5	i	35.1	-0.3%
Cc1ccc(NC(=O)COC(=O)C2=COCCO2)c([N+](=O)[O-])c1	-0.7	1203	2.5	1026	i	3.1	6.9	1.1	7.0	-9.7	8.9	20.9	712	i	0.4	i	57.2	0.2%
N#CCn1nnc(-c2ccc3c(c2)OCO3)n1	1.14	1652	1.2	1126	i	1.7	5.0	2.7	8.7	11.5	-9.0	.	.	.	.	i	53.9	0.4%
CC(=O)N1CCc2cc(C(=O)CN3CCC(C)CC3)ccc21	0.16	952	.	.	i	11.4	1.8	4.0	3.7	15.6	1.4	.	.	i	2.1	i	33.1	0.1%
CC(C)NCC(O)(c1ccc(Cl)cc1)c1ccc(Cl)cc1	-1.31	1187	4.6	1114	i	-11.5	2.2	2.6	5.5	-6.3	-5.8	-14.0	698	i	0.1	i	48.8	-0.7%
O=C(CSc1nnc(-c2ccc(S(=O)(=O)N3CCCC3)cc2)o1)NCc1ccco1	.	.	1.9	1170	i	14.7	5.4	3.8	4.6	0.2	-1.4	.	.	i	17.2	i	28.9	-0.1%
CCOC(=O)c1cc(C(=O)c2cccs2)n2ccc(C(C)=O)cc12	-0.28	1059	.	.	i	-21.6	1.1	1.3	11.4	-8.4	-17.9	12.4	825	i	0.9	i	24.0	0.6%
Cc1ccc(CN(Cc2ccccn2)C(=O)Nc2ccc(C)c(C)c2)cc1	.	.	.	.	.	.	.	.	.	.	.	4.0	806	i	0.5	i	45.0	-1.1%

Overlap with the part before: 3 entries, then new ones.
SMILES	Ins promoter up	Ins promoter up cell count	b-catenin transl	b-catenin transl cell count 5 µM	Autophagy mod	Autophagy mod cell loss 18 h	MT stabilize HCS	MT stabilize HCS Hoechst-high %	MT stabilize HCS cytotoxicity %	WT yeast gro inh	WT yeast gro inh mutant strain	Lipid droplet	Lipid droplet cells 6.5 µM	Myeloid diff MLP	Myeloid diff MLP GFP+ MAC1+ %	T cell modulator	T cell modulator vesicle-bound %	West Nile antiviral
O=C(CSc1nnc(-c2ccc(S(=O)(=O)N3CCCC3)cc2)o1)NCc1ccco1	.	.	1.9	1170	i	14.7	5.4	3.8	4.6	0.2	-1.4	.	.	i	17.2	i	28.9	-0.1%
CCOC(=O)c1cc(C(=O)c2cccs2)n2ccc(C(C)=O)cc12	-0.28	1059	.	.	i	-21.6	1.1	1.3	11.4	-8.4	-17.9	12.4	825	i	0.9	i	24.0	0.6%
Cc1ccc(CN(Cc2ccccn2)C(=O)Nc2ccc(C)c(C)c2)cc1	.	.	.	.	.	.	.	.	.	.	.	4.0	806	i	0.5	i	45.0	-1.1%
CC(=O)c1ccc(NC(=O)CO/N=C(\C)c2cccs2)cc1	0.76	1351	.	.	i	3.7	3.8	2.3	6.9	-9.1	-0.8	10.8	643	i	0.6	i	48.6	1.6%
COc1ccccc1C(=O)Nc1nnc(C)s1	-0.27	884	1.0	1059	i	21.8	3.0	1.5	8.8	-3.6	10.1	-1.7	790	i	2.4	i	32.4	-0.7%
Cc1ccccc1CSCC(=O)NCCSc1ccccn1	-0.78	1262	-0.2	1030	i	1.7	5.8	2.1	11.5	-7.1	-6.5	-12.0	772	i	0.2	i	36.6	-0.3%
CCOC(=O)c1c(C)[nH]c(C(=O)NNC(=O)c2ccc(C(C)(C)C)cc2)c1C	-0.63	1153	2.9	1062	i	0.1	1.5	5.4	14.4	2.8	-5.9	-4.4	611	i	0.2	i	52.5	0.0%
